From PubChem
D1 antagonist – Antagonist of Human D 1 Dopamine Receptor: qHTS; D(1A) dopamine receptor (Homo sapiens), P21728; activity change, negative = inhibition, % at 10 µM; actives 3.2% (n = 360,000); HEK293 TREx D1 cells, calcium flux, dopamine EC80; stronger effect = lower value; in the data active means activity change below about -30%; further: on the % scale 0 is the no-effect control and ±100 the full control effect
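Cells carrying a force-coupled, tetracycline-inducible human D1 receptor report calcium flux. Each well gets a 10 s baseline, compound with 180 s monitoring, then an EC80 dopamine stimulus with a second 180 s kinetic read.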
D2 PAM – HTS Assay for Positive Allosteric Modulators of the Human D2 Dopamine Receptor: Primary Screen for Potentiators; potentiation, % at 10 µM; D(2) dopamine receptor (Homo sapiens), P14416; HEK293 T-REx D2, calcium flux, EC20 dopamine potentiation; AID 485347, 2010; actives 0.34% (n = 340,000);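 active means potentiation over 3 SD above the plate norm, cut at about 30% in these data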; further: 0% is about no effect
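Using a no-wash calcium dye in inducible, force-coupled HEK293 Trex cells expressing D2, we tracked fluorescence each second for 180 s after compound, then for 180 s after EC20 dopamine to detect augmented signalling.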
Glioma ERSR ind – qHTS for Inducers of the Endoplasmic Reticulum Stress Response (ERSR) in Human Glioma: qHTS; actives 0.02% (n = 420,000); Potency, µM, without a hit: at the highest dose activation, usual class: activators; U87-MG GRP78 promoter luciferase reporter, 16 h; further: potency means the concentration at half of the fitted maximal effect; series mostly up to about 76 µM; % of control where 0% means no effect; nearly all actives have a fitted effect of over 35% in size
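Stably transfected U87-MG human glioma cells carrying a GRP78-based luminescent sensor were seeded at 1000 cells/well, pin-dosed with compounds and incubated 16 h. Luciferase reagent was then added, and end-point luminescence was read after 10 min at room temperature.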
Vif-APOBEC3F blk – qHTS for Inhibitors of Vif-A3F Interactions: qHTS; HeLa A3F-eYFP + Vif (tagged APOBEC3F with the HIV-1 protein that degrades it), YFP fluorescence increase; Potency, µM (top dose mostly 46.1 µM), inactives show at the top dose activity, negative = active; actives 0.2% (n = 390,000); further: potency means the concentration at half of the fitted maximal effect; % of control where 0% means no effect; nearly all actives have a fitted effect of over 65% in size
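HeLa cells stably expressing A3F-eYFP plus Vif, plated and incubated overnight at 37 deg C, then exposed to compounds overnight at 37 deg C. Blocked degradation read as raised yellow fluorescence (Ex 488/Em 500-530).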
RXFP1 agonist – qHTS Assay for Agonists of the Relaxin Receptor RXFP1; Relaxin receptor 1 (Homo sapiens), Q9HBX9; actives 0.3% (n = 370,000); HEK293T-RXFP1 cAMP TR-FRET, 30 min; response scale: percent of porcine relaxin response, buffer zero; AID 2676, 2010; Potency, µM (highest dose often 57.5 µM), for the others: at the highest dose activation, usual class: activators; further: potency means the concentration at half of the fitted maximal effect; on the % scale 0 is the no-effect control and ±100 the full control effect; nearly all actives have a fitted effect of over 60% in size; many of its hits are not listed in these tables
Target sequence (Q9HBX9 whole entry, looked up): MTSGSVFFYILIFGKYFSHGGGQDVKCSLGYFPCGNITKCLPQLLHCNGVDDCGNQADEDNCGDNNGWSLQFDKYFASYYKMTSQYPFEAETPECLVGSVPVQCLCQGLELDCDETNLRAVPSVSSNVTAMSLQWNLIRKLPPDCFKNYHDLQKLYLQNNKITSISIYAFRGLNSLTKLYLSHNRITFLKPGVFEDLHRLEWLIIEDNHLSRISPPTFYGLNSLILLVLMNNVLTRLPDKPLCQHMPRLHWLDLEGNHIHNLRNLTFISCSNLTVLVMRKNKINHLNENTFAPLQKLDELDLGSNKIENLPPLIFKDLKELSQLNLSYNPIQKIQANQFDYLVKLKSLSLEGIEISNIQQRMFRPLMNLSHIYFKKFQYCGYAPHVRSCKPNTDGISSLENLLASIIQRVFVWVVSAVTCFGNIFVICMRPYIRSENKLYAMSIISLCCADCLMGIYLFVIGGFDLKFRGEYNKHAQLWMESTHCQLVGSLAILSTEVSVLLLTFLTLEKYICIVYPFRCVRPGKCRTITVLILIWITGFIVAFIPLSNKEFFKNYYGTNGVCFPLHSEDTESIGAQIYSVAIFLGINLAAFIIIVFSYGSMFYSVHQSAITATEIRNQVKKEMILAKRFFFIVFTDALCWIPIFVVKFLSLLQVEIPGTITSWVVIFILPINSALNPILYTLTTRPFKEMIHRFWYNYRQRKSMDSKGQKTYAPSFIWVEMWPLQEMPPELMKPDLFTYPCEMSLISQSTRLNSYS
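Agonist response is measured as cAMP accumulation in an RXFP1-transfected HEK293T line under PDE4 inhibition. Values are scaled between buffer-only and 29 nM porcine relaxin, and EC50s come from standard Hill equation fits.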
LDHA block – qHTS assay for inhibitors of human lactate dehydrogenase; actives 0.15% (n = 480,000); activity change, % (values are at about 110 or 230 µM); purified LDHA, NADH/diaphorase-resazurin fluorescence; stronger effect = lower value; L-lactate dehydrogenase A chain (Homo sapiens), P00338; in the data active means activity change below about -30%; inconclusive means mostly about -25% to -30%;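 further: plate controls were DMSO wells for no effect and wells without enzyme for full effect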
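Remaining NADH was detected by diaphorase (0.133 mg/mL) converting 37 µM resazurin to fluorescent resorufin, read at 0 and 20 minutes. The preceding 5-minute room-temperature reaction used 2 nM LDHA, 0.2 mM sodium pyruvate and 0.06 mM NADH at pH 7.4.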
Vif-A3G inh – qHTS for Inhibitors of Vif-A3G Interactions: qHTS; DNA dC->dU-editing enzyme APOBEC-3G (Homo sapiens), Q9HC16; HeLa A3G-eYFP + Vif (tagged APOBEC3G with the HIV-1 protein that degrades it), YFP fluorescence, overnight; Potency, µM (doses to about 46.1 µM), for the others: at the top dose activity, negative = active, actives largely listed as inhibitors; actives 0.076% (n = 410,000);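 further: potency means the concentration at half of the fitted maximal effect; on the % scale 0 is the no-effect control and ±100 the full control effect; nearly all actives have a fitted effect of over 60% in size; hits raise eYFP signal because A3G escapes Vif-driven loss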
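Read-out is eYFP fluorescence (Ex 488/Em 500-530) from Vif-expressing HeLa A3G-eYFP cells; more signal means A3G escaped Vif-mediated degradation. Cells plated overnight, compound pinned in, incubated overnight at 37 deg C.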
D1 ag – Allosteric Agonists of the Human D1 Dopamine Receptor: qHTS | HEK293 T-REx D1 cells, calcium flux, agonist mode | AID 504660, 2011 | actives 1% (n = 360,000) | activation, % at 2 µM; in the data active means activation above about 30%; further: 0% is about no effect
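Tetracycline-induced HEK293 TREx D1 cells, force-coupled to calcium signalling, were dye-loaded with a no-wash calcium kit. Compound was pin-added after a 10 s baseline. Fluorescence was read kinetically at 1 cycle/s for 180 s, with calcium rises flagged as agonism.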
D1 PAM – Potentiators of Human D1 Dopamine Receptor: qHTS. HEK293 TREx D1 cells, calcium flux, dopamine EC20 potentiation. potentiation, % at 10 µM. actives 0.036% (n = 360,000). AID 504651, 2011; in the data active means potentiation above about 30%; further: 0% is about no effect
Active calls of the source: *; ? = inconclusive; . = not tested or not shown; & = joins results of further samples. Unless noted, the call rests on the fitted dose curve; in most records, active means well fitted curve in the direction sought with a large enough effect; inconclusive means small, poorly fitted or top-dose-only effect, or another doubt; inactive means no such curve, though single readings can be large; an effect the other way counts as inactive or inconclusive.

cpd	Molecule	D1 antagonist	D2 PAM	Glioma ERSR ind	Vif-APOBEC3F blk	RXFP1 agonist	LDHA block	Vif-A3G inh	D1 ag	D1 PAM
1	Cc1[nH]c2ccccc2c1C(=O)CSc1nncn1C	3	-3	-5%	-7%	-1.1%	-8	-7%	0	2
2	COc1ccc(CN(C)C(=S)Nc2ccc(Cl)cc2Cl)cc1	-19	1	2%	-1%	-0.1%	-8	-3%	5	-7
3	Cc1cc(C)c(C)c(S(=O)(=O)Nc2ccc(C(N)=O)cc2)c1C	1	-1	-4%	3%	2.4%	-3	-8%	2	-2
4	CCOc1c2ccc(C(=O)NCc3ccc(C(F)(F)F)cc3C(F)(F)F)cc2nn1C	-21	-17	-6%	1%	1.0%	-2	-2%	1	-4
5	CSc1cccc(NC(=S)NN(C)C)c1	6	1	0%	-3%	0.6%	-3	-1%	0	-7
6	COc1cc(C(c2c(C)[nH][nH]c2=O)c2c(C)[nH][nH]c2=O)ccc1OC(C)C	4	6	0%	-6%	-0.9%	12	-7%	1	-6
7	Cc1ccc(-n2ncc(C(=O)Nc3cc(Cl)cc(Cl)c3)c2C2CCNCC2)cc1C	2	-5	-7%	-11%	0.4%	-8	?	15	-2
8	O=S(=O)(NCC1CCCO1)c1ccc(S(=O)(=O)N(Cc2ccccc2F)C2CCCCC2)cc1 (configuration not stated)	.	.	-1%	0%	.	-9	-2%	.	.
9	CCOC(=O)C1CCCN(C(=O)c2cc(-c3ccncc3)nc3ccccc23)C1 (configuration not stated)	14	8	-1%	-15%	-1.6%	-2	-5%	0	-1
10	Cc1cc(C)c(S(=O)(=O)c2ccccc2C)c(Cl)n1	2	21	3%	5%	1.0%	-2	0%	1	-4
11	COc1cc(OC)cc(N2C(=O)CSC23C(=O)Nc2ccccc23)c1 (configuration not stated)	-4	-1	-1%	9%	-0.6%	-4	-7%	0	-2
12	O=C(Nc1ccc(Cl)cc1-c1nc2ccccc2s1)c1ccco1	2	-3	-3%	-4%	8.9%	-5	-4%	4	1
13	CCC(C)[C@H](NC(=O)[C@@H]1CSC2c3ccccc3C(=O)N21)C(=O)NC1CCCC1 (some centres not stated)	-1	1	-3%	1%	3.1%	-2	1%	1	14
14	O=C(c1ccc2c(c1)OCCO2)N1CCN(Cc2c(F)cccc2Cl)CC1	-1	-1	2%	-13%	1.1%	-5	-1%	2	-1
15	CC(=O)Nc1ccc(NC(=O)c2ccc(-n3c(C)ccc3C)cc2)cc1	5	-6	0%	-10%	1.2%	-3	-17%	3	-1
16	Cc1ccc(Oc2c(C(N)=O)cc([N+](=O)[O-])cc2[N+](=O)[O-])cc1	-17	.	-14%	0%	-0.7%	6	-20%	1	1
17	COCCCN1C(=O)N(c2ccc(F)cc2)C(=O)C1CC(=O)Nc1ccc(OC)cc1 (configuration not stated)	8	9	-2%	-2%	-0.4%	-5	0%	2	2
18	COc1ccc(C(=O)CSc2nnc(CCc3ccccc3)n2-c2ccccc2)cc1	-17	-2	-2%	0%	1.9%	2	0%	11	0
19	Cc1cccc2sc(N(CCCN(C)C)C(=O)c3ccco3)nc12	-6	-8	-2%	-3%	0.6%	-2	-1%	8	-4
20	Cc1cc(Br)cc(C)c1NC(=O)c1ccc(C#N)cc1F	-28	19	-1%	15%	3.1%	0	0%	1	-3
21	c1csc(-c2nc3ccccc3[nH]2)c1	0	-4	4%	-1%	-1.9%	1	5%	-1	-2
22	Cc1ccccc1Oc1nc2ccccn2c(=O)c1/C=C(\C#N)C(=O)Nc1c(C)n(C)n(-c2ccccc2)c1=O	-6	2	-2%	3%	-0.1%	-3	0%	0	-2
23	COc1ccc(N2CCN(S(=O)(=O)c3cc4c(cc3C)NC(=O)CO4)CC2)cc1	-17	2	-2%	2%	4.3%	2	1%	8	-3
24	CC(OC(=O)C1CCCC1)C(=O)Nc1ncc(Cl)cc1Cl (configuration not stated)	10	4	-5%	-1%	-0.1%	-7	10%	0	4
25	CCCc1cnc(N2CCN(C(=O)c3ccccc3)CC2)nc1	1	10	5%	2%	0.5%	-10	10%	8	-7
26	CCC(C)(C)c1nnc(NC(=O)c2cccc([N+](=O)[O-])c2)s1	10	8	6%	3%	-2.0%	2	2%	1	-3
27	O=C(O)CSc1nnc(-c2ccccc2)c(-c2ccccc2)n1	8	5	-2%	-1%	-0.5%	-1	2%	0	2
28	O=C(C(=O)N1CCOCC1)c1cn(CCOc2ccccc2)c2ccccc12	2	-2	-3%	17%	-0.1%	-3	6%	5	3
29	CCC(=O)Nc1nnc(SCC(=O)c2ccc3c(c2)Cc2ccccc2-3)s1	0	13	-4%	-8%	0.9%	-5	-8%	1	1
30	COc1cc([N+](=O)[O-])ccc1NC(=O)c1cccc(NC(=O)C(C)C)c1	-11	-3	3%	2%	1.2%	-1	-3%	1	-5
31	Oc1cc(NCc2ccccc2)cc2cccnc12	-19	.	.	.	0.0%	.	.	9	-5
32	CCOc1ccc(CNC(=O)c2cnc(SC)nc2C)cc1	-21	-14	-1%	3%	3.5%	1	0%	6	-2
33	Cc1ccc2[nH]c(=O)c(CN(C(=O)c3cccc(Cl)c3)C(C)(C)C)cc2c1	-9	4	-2%	-19%	?	-8	-1%	-3	4
34	CCc1ccc2oc(-c3cc(N)ccc3Cl)nc2c1	-29	18	-15%	2%	0.9%	1	-9%	4	-2
35	CC(C)OCCCNc1ncc2c(n1)CC(c1cccs1)CC2=O (configuration not stated)	-4	-3	1%	3%	-2.8%	11	0%	0	9
36	O=C(c1ccc(F)cc1)N1CCN(c2ccc([N+](=O)[O-])cc2-n2cccc2)CC1	2	5	-4%	-3%	-0.7%	-1	-5%	4	-2
37	O=C(NCCc1ccccc1F)/C(=C/c1cccnc1)NC(=O)c1ccccc1	-1	5	-3%	2%	7.0%	-6	2%	4	-3
38	CC(C)Cc1cc(C(=O)Nc2ccc3c(c2)OCO3)no1	12	-7	-4%	-3%	-0.3%	0	-7%	2	0
39	CCn1c(SCC(=O)NCc2ccco2)nnc1-c1cccs1	10	-6	-1%	4%	1.1%	4	2%	3	-6
40	O=C1OCc2ccc([N+](=O)[O-])cc21	.	.	-1%	0%	.	-9	1%	.	.
41	O=C(NC1CCCC1)C1CC(c2ccc(F)cc2)=NO1 (configuration not stated)	.	.	8%	-6%	1.3%	0&-4	2%	.	.
42	CCOC(=O)C1CCCN(c2ncnc3c2cnn3-c2ccc(OC)cc2)C1 (configuration not stated)	1	1	-9%	3%	1.8%	-1	0%	5	-9
43	CCn1cc(-c2ccnc3cc(C(=O)O)nn23)c(C)n1	8	-1	-2%	10%	13%	-3	-1%	4	0
44	COc1ccc(OCc2nnc(SCC(=O)Nc3oc(C)c4c(C)n[nH]c(=O)c34)n2C)cc1	.	.	-3%	-2%	.	4	0%	.	.
45	CN(C)S(=O)(=O)c1ccc(C(=O)NCC(=O)N/N=C/c2ccccc2)cc1	14	2	-4%	4%	-0.8%	-4	-9%	-1	-1
46	c1ccc(-c2onc(-c3ccco3)c2-c2ccc3[nH]ccc3c2)cc1	-22	-5	0%&-4%	0%	1.8%	0	-2%&-14%	1	-8
47	CCOC(=O)N1CCN(C2CCCN(C(=O)c3cccc(Cl)c3)C2)CC1 (configuration not stated)	6	9	-4%	-13%	1.9%	-1	-1%	2	-4
48	Cc1c(S(=O)(=O)NCCc2ccccc2)c(=O)n(C)c(=O)n1C	4	-2	-3%	-1%	1.9%	-5	4%	1	-3
49	O=C(CS(=O)(=O)c1cn(Cc2ccc(F)cc2)c2ccccc12)N1CCOCC1	-23	-9	-5%	9%	-2.7%	1	2%	17	-1
50	O=C(CSc1nnc2ccccn12)N1CCOCC1	15	-1	-4%	-2%	1.4%	-1	3%	3	5
51	COC(=O)c1cn(C(=O)c2ccc(OC)cc2)c2ccccc12	-5	4	-3%	0%	2.4%	1	?	6	3
52	COc1cc(/C=C/C(=O)O)ccc1OCc1cnc(Cl)s1	3	-5	-2%	5%	0.3%	-1	1%	1	-8
53	Cn1cc(C(=O)N/N=C/C2=C(N3CCOCC3)C(=C\c3ccccc3)/CC2)ccc1=O	-26	15	0%	-4%	1.9%	-7	-3%	3	6

Exported as labelled records: two of the compounds above
51) COC(=O)c1cn(C(=O)c2ccc(OC)cc2)c2ccccc12
  D1 antagonist = -5
  D2 PAM = 4
  Glioma ERSR ind = -3%
  Vif-APOBEC3F blk = 0%
  RXFP1 agonist = 2.4%
  LDHA block = 1
  Vif-A3G inh = ?
  D1 ag = 6
  D1 PAM = 3
52) COc1cc(/C=C/C(=O)O)ccc1OCc1cnc(Cl)s1
  D1 antagonist = 3
  D2 PAM = -5
  Glioma ERSR ind = -2%
  Vif-APOBEC3F blk = 5%
  RXFP1 agonist = 0.3%
  LDHA block = -1
  Vif-A3G inh = 1%
  D1 ag = 1
  D1 PAM = -8

These rows are one share of the data; count on the stated rates, not on these rows.
